Screening results (PubChem BioAssay)
ROC1-CUL1 inh: inhibitors of human ROC1-CUL1 ubiquitin ligase activity. inhibition, % at 10 µM. actives 0.6% (n = 140,000). E3 ubiquitin-protein ligase RBX1 (Homo sapiens) + Cullin-1 (Homo sapiens), P62877+Q13616. in vitro K48 di-Ub FRET, acceptor:donor ratio, 45 min; in the data active = inhibition above about 25%
Target sequence (P62877 whole entry, looked up): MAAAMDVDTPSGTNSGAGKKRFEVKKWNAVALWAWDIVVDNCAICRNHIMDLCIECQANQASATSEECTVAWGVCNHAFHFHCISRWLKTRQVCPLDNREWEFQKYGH
Target sequence (Q13616 whole entry, looked up): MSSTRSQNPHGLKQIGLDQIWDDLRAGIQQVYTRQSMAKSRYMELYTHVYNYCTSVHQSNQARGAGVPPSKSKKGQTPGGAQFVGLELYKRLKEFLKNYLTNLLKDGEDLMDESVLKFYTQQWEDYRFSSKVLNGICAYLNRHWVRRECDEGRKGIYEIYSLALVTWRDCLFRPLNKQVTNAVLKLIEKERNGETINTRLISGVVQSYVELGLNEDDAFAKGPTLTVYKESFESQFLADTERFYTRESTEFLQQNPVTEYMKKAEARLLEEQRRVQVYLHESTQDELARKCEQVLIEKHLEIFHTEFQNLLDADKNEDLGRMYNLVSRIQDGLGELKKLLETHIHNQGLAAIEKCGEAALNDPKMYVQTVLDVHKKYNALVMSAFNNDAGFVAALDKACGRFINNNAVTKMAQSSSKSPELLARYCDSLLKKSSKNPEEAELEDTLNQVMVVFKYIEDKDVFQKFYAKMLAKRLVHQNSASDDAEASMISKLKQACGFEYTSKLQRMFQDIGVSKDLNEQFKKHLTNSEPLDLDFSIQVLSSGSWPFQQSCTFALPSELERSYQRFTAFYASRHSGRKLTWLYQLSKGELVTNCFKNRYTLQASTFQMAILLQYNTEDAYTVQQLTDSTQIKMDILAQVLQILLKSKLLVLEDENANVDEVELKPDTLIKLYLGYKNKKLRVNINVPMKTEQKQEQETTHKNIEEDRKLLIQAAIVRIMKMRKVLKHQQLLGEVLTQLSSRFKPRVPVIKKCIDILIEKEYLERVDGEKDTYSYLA
Numbers without * were called inactive.

| SMILES | ROC1-CUL1 inh |
| --- | --- |
| COc1ccccc1CNC(=O)C(=O)NCC(c1cccs1)S(=O)(=O)c1ccc(F)cc1 (stereo not given) | -2.3 |
| Cc1oc(-c2ccccc2Cl)nc1CS(=O)CC(=O)N1CCN(c2cccc(C(F)(F)F)c2)CC1 (stereo not given) | -5.0 |
| CN=C1C(N=Cc2ccncc2)C(=O)N(C)C(=O)N1C (stereo not given) | -10.2 |
| Cc1ccc(-c2c(C#N)c(N)nc3c2CCCCCC3)cc1 | -0.8 |
| O=C(NCc1ccccc1Cl)C1CCN(C(=O)c2ccccc2F)CC1 | 3.0 |
| Cc1c(C(=O)N(Cc2cccc(OCC3CCOC3)c2)Cc2ccccn2)[nH]c2ccc(Cl)cc12 (stereo not given) | 7.4 |
| Cn1cc(CNC(=O)C2CCCN(C3CCN(Cc4ccccc4)CC3)C2)cn1 (stereo not given) | -8.3 |
| CN(C)Cc1ccccc1Sc1ccc(O)cc1O | -5.3 |
| O=C(NCc1ccccc1)c1ccc(Br)cc1Br | -2.0 |
| Cn1c(C(=O)NCc2ccccc2)cc2c(=O)n3ccccc3nc21 | 2.4 |
| Cc1ccc(C(=O)Cc2nc3cc(Cl)ccc3oc2=O)cc1 | 0.8 |
| COC(=O)c1c(NC(=O)COc2ccccc2Cl)sc2c1CCC(C(C)(C)C)C2 (stereo not given) | -2.0 |
| COc1ccccc1-c1cc(-c2ccc(C)cc2)nc2sc(C(=O)Nc3cccc4ccccc34)c(N)c12 | -3.0 |
| COc1cc(NC(=O)Cn2ncc3c(=O)oc4ccccc4c32)cc(OC)c1OC | -5.3 |
| CCCCOC(=O)c1ccc(OC(=O)c2cccs2)cc1 | 2.0 |
| CCOc1ccc(NC(=O)Cn2c(=O)n(CCCC(=O)NCc3ccc4c(c3)OCO4)c(=O)c3ccccc32)cc1 | -1.6 |
| Cc1nn(Cc2ccc(Cl)c(Cl)c2)c(C)c1NC(=O)c1ccncc1 | 6.4 |
| C#Cc1ccc([C@@H]2C[C@H]3CN(C4CCCC4)C(=O)[C@]34CCCN24)cc1 | -3.8 |
| CCOC(=O)c1c(-c2ccccc2)oc2ccc(NS(=O)(=O)c3ccc(C(C)C)cc3)cc12 | 1.1 |
| CCOC(=O)C1(CCOC)CCCN(Cc2ccc(OC(F)F)cc2)C1 (stereo not given) | 7.4 |
| COc1ccc(CSc2nc(N)c3c4c(sc3n2)COC(C)(C)C4)cc1 | 3.7 |
| COc1ccc(/C=C/C(=O)c2ccc[nH]2)c(OC)c1OC | 6.1 |
| O=C(c1ccccc1)c1ccc(O)c(C(c2ccccc2Cl)N2CCCCC2)c1O (stereo not given) | -4.5 |
| CCCN1CCN(CCCNC(=O)c2cc3c(=O)n(CC)c4ccccc4c3s2)CC1 | 6.9 |
| CCn1c(=O)c2sccc2n2c(CCCC(=O)N3CCN(c4cccc(Cl)c4)CC3)nnc12 | -2.8 |
| Cc1nc(N2CCCC(NCc3ccccc3F)CC2)nc2ccc(F)cc12 (stereo not given) | -5.5 |
| COc1cc(CN(C(=O)COc2ccc(C)cc2)c2ccccn2)cc(OC)c1OC | 6.6 |
| CN(C)S(=O)(=O)c1ccc2c(c1)N(CC(=O)NCc1ccc(F)cc1)C(=O)CS2 | -12.7 |
| CCC1C(=O)C=C2N(C1=O)c1ccc(Cl)cc1C2(C)C (stereo not given) | -8.9 |
| COc1ccc(-c2ccnc(-n3ncc(C(=O)N4CCCCCC4)c3C)n2)cc1F | 5.5 |
| COc1cc(C(=O)Nc2ccc(C(=O)NC(C)(C)C)cc2)cc(OC)c1OC | 11.3 |
| CC(C)(C)CC(=O)Nc1nc2ccccc2s1 | 3.3 |
| Cc1cccc(NC(=O)Cn2c(C(F)(F)F)nc3ccccc32)c1C | 8.4 |
| COc1cc(-c2[nH]nc3c2C(c2cccc(Cl)c2)C(C#N)C(=N)O3)cc(OC)c1OC (stereo not given) | -4.3 |
| Cc1cc(C(=O)N2CC[C@@H](N3CCN(c4ccccc4F)CC3)[C@H](O)C2)n[nH]1 | -1.3 |
| CC(C)(C)Oc1ncc(-c2ccccn2)c(OC(C)(C)C)n1 | 4.5 |
| CO[C@H]1[C@H](NC(=O)c2ccccn2)c2ccccc2C12CCN(C(=O)c1cc3ccccc3n1C)CC2 | -5.9 |
| Cc1ccc(C)c(S(=O)(=O)NC(C)C(=O)Nc2ccc(-c3nc4ccccc4s3)cc2)c1 (stereo not given) | 1.2 |
| CC1CC1C(=O)Nc1ccc(S(=O)(=O)N2CCCCC2C)cc1 (stereo not given) | 9.9 |
| CC(=O)C(Cc1ccccc1)(Cc1ccccc1)C(C)=O | -2.7 |
| Cc1cccc(NC(=O)Nc2cnn(Cc3c(Cl)cccc3Cl)c2)c1 | 3.7 |
| Cc1ccc(S(=O)(=O)N2CCC(N3CCN(Cc4ccccc4)C(=O)C3=O)CC2)cc1C | 4.2 |
| CCc1ccccc1NC(=O)c1cc(S(=O)(=O)N2CCCC2)cn1C | 0.6 |
| COc1ccc(C2CC(C(F)(F)F)n3ncc(C(=O)O)c3N2)cc1 (stereo not given) | -3.4 |
| CCn1ccnc1CNC(=O)c1cc(COc2ccc(F)c(F)c2)on1 | 1.3 |
| CSCCC1NC2(C(=O)N(CC(=O)Nc3ccc(C)cc3)c3ccccc32)C2C(=O)N(Cc3ccccc3)C(=O)C12 (stereo not given) | -1.4 |
| Nc1ncnc2c1nc(SCc1ccc3nsnc3c1)n2CC(O)CO (stereo not given) | 4.2 |
| COc1cc(CNC2C3CC4CC(C3)CC2C4)ccc1OCC(N)=O (stereo not given) | 0.2 |
| COc1cc(C(c2c(C)[nH]c3ccccc23)c2c(C)[nH]c3ccccc23)ccc1O | -6.1 |
| Cc1cc([N+](=O)[O-])nn1Cc1ccccc1 | -4.3 |

Continuation.
| SMILES | ROC1-CUL1 inh |
| --- | --- |
| COc1ccc(Cn2c(C(=O)O)c(CNCc3ccc(SC)cc3)c3ccc(OC)cc32)cc1 | 15.1 |
| COc1ccc(-c2ccc(NS(=O)(=O)c3cccc(C)c3)cc2)nn1 | 5.0 |
| CCc1nn(-c2cc(Oc3ccc(C(C)C)cc3)nc(SC)n2)c(N)c1C#N | -3.7 |
| CCc1cccc(NC(=O)c2sc3nc(-c4ccc5c(c4)OCO5)ccc3c2N)c1 | -6.7 |
| O=C1CC(c2ccccc2)CC2=C1C(c1ccc3c(c1)OCO3)Nc1ccc3ncccc3c12 (stereo not given) | -1.6 |
| CCOc1ccccc1C(=O)Nc1ccc(S(N)(=O)=O)cc1 | -5.7 |
| O=C(COc1ccc(C2C3=C(CCCC3=O)N=C3CCCC(=O)C32)cc1Br)Nc1ccccc1 (stereo not given) | 2.8 |
| C=C(C)COc1cccc(NC(=O)CC)c1 | 7.8 |
| COc1cccc(-c2cnnc(N(C)Cc3ncc(C)[nH]3)n2)c1 | -0.9 |
| C[n+]1ccccc1COc1ccccc1 | -1.6 |
| COc1ccccc1C(=O)NC(NNc1ccc(F)cc1)(C(F)(F)F)C(F)(F)F | -1.2 |
| Cn1c(=O)n(C)c2cc(N3CCCC3)c(NC(=O)Nc3ccccc3)cc21 | 1.0 |
| COc1ccc(N2C(=O)CC(SC(N)=N/N=C/c3ccc(N(C)C)cc3)C2=O)cc1 (stereo not given) | -3.2 |
| COc1ccc(C(=O)N2CC3(C)C4CCC3(C)C2(C#N)C4)cc1 (stereo not given) | -4.0 |
| CC1=NN(C(=O)c2cc(C)nn2C)C(O)(C(F)(F)F)C1 (stereo not given) | -3.6 |
| CN(C)c1cccc(OC(=O)c2ccncc2)c1 | 8.2 |
| COC(=O)c1cc(CNC(=O)Cc2nc(-c3ccccc3)n[nH]2)cc(NC(=O)/C=C/c2ccccc2)c1 | -0.4 |
| CCc1[nH]nc2c1C1(C(=O)N(C)c3ccccc31)C(C#N)C(=N)O2 (stereo not given) | -2.4 |
| CCOC(=O)/C(C(C)=O)=C1\OC(=O)c2ccccc21 | -3.6 |
| CC(=O)NC1CC(C)(C)CC2=C1C1(O)CC(C)(C)CC(C)(C2)C1 (stereo not given) | -3.5 |
| O=C1CC(c2ccccc2)CC(=O)C1C=NCCCO (stereo not given) | 4.1 |
| CN1C(=O)S/C(=C/c2cccn2-c2cccc(C(=O)O)c2)C1=O | 6.9 |
| CC(NC(=O)CN(c1ccc(Cl)cc1Cl)S(=O)(=O)c1ccccc1)c1ccccc1 (stereo not given) | 9.1 |
| CC1C(=NC(=O)CCC(=O)O)C(=O)N(c2ccccc2)N1C (stereo not given) | 7.4 |
| Cn1ccnc1SCC(=O)Nc1cc(Cl)cc(Cl)c1 | 3.4 |
| CCc1ccc(NC(=O)c2cc(-c3cccs3)on2)cc1 | -6.0 |
| CCc1c(C#N)c(SCC(=O)Nc2ccc(Cl)cc2)nc2c1C(=O)CC(C)(C)C2 | -1.0 |
| Cc1cc(C)c(C(=O)NC2CC(C)(C)Cc3nc(N4CCOCC4)ncc32)o1 (stereo not given) | 2.2 |
| CC1COC(c2ccccc2)(c2ccccc2)C1 (stereo not given) | -0.1 |
| CC(C)c1ccc(NC(=O)CN2C(=O)c3cccc4cccc2c34)cc1 | 9.8 |
| Cc1nc(-n2nc(C)c(Cc3ccc4c(c3)OCO4)c2C)sc1C(=O)Nc1ccc(Cl)cc1 | 3.2 |
| CC(=O)Nc1ccc(S(=O)(=O)Nc2ccc(Oc3ccc(Br)cc3)cc2)cc1 | -2.1 |
| CC(=O)Nc1ccc(/C=C2\SC(=O)N(Cc3ccc(C)cc3)C2=O)cc1 | 0.7 |
| CCN1CCN(C(=O)Cn2ncc3c4ccccc4n(Cc4ccccc4F)c3c2=O)CC1 | -6.6 |
| O=C(CN1CCN(c2ccccc2F)CC1)Nc1cccc(Cl)c1 | -8.3 |
| Cc1ccc(C(=O)Nc2nc3ccccc3[nH]2)o1 | -2.3 |
| Cc1ccc(N=P(c2c(C)nc3ccc(Cl)cn23)(N2CCOCC2)N2CCOCC2)cc1C | 11.3 |
| Cc1ccc(-n2ncc(C(=O)NCCCN3CCN(C)CC3)c2C2CCN(C(=O)OC(C)(C)C)CC2)c(C)c1 | -8.0 |
| CC#CCN1C(=O)NC(CCCc2ccccc2)(C2CCN(Cc3sccc3C)CC2)C1=O (stereo not given) | 8.2 |
| COc1cc(NC(=O)N(Cc2ccco2)C2CCN(C(C)=O)CC2)cc(OC)c1OC | 5.6 |
| COc1cccc(CNn2cnnc2)c1OCc1ccc(Cl)cc1 | 5.0 |
| CC1(C)CC(=O)CC(=NNC(=O)CC2C(C)(O)CCC3C(C)(C)CCCC32C)C1 (stereo not given) | -0.2 |
| CCc1noc(C)c1C(=O)Nc1cc(Cl)ccc1C | -0.4 |
| CCCCOc1ccc(C(NC(=O)OCC)NC(=O)OCC)cc1 | 2.9 |
| CC1CCN(CC(=O)N2c3ccccc3C(C)(c3ccccc3)CC2(C)C)CC1 (stereo not given) | 2.6 |
| Cc1cc(C(=O)Nc2ccc(Cl)cc2)no1 | -3.8 |
| COc1cc(NC(=O)c2noc3c2CSc2ccccc2-3)cc(OC)c1OC | -5.7 |
| CCOC(=O)N1CCN(Cn2nc(Cc3ccccc3)n(-c3ccccc3)c2=S)CC1 | 9.5 |
| COc1cc(OC)c(NC(=O)CC(C)S(=O)(=O)c2ccc3c(c2)NC(=O)CO3)cc1Cl (stereo not given) | -5.3 |
| CC(CCc1ccccc1)NC(=O)CSc1n[nH]c(-c2ccccc2Cl)n1 (stereo not given) | -5.1 |

Quoted at random: 7 records from the list.
| SMILES | ROC1-CUL1 inh |
| --- | --- |
| COc1cc(OC)c(NC(=O)CC(C)S(=O)(=O)c2ccc3c(c2)NC(=O)CO3)cc1Cl (stereo not given) | -5.3 |
| Cc1ccc(-n2ncc(C(=O)NCCCN3CCN(C)CC3)c2C2CCN(C(=O)OC(C)(C)C)CC2)c(C)c1 | -8.0 |
| Cc1nc(-n2nc(C)c(Cc3ccc4c(c3)OCO4)c2C)sc1C(=O)Nc1ccc(Cl)cc1 | 3.2 |
| CC1(C)CC(=O)CC(=NNC(=O)CC2C(C)(O)CCC3C(C)(C)CCCC32C)C1 (stereo not given) | -0.2 |
| CC(=O)Nc1ccc(/C=C2\SC(=O)N(Cc3ccc(C)cc3)C2=O)cc1 | 0.7 |
| CC1CCN(CC(=O)N2c3ccccc3C(C)(c3ccccc3)CC2(C)C)CC1 (stereo not given) | 2.6 |
| Cc1cc(C(=O)Nc2ccc(Cl)cc2)no1 | -3.8 |

(list continues)
| SMILES | ROC1-CUL1 inh |
| --- | --- |
| CN(C)Cc1ccccc1Cc1cccc(O)c1 | -3.7 |
| Cc1ccc(N=C2NC(=O)C(CC(=O)Nc3ccc(Br)cc3)S2)cc1Cl (stereo not given) | 8.4 |
| CC1Cc2cc(S(=O)(=O)CCC(=O)Nc3cccc(F)c3)ccc2N1C(=O)C1CC1 (stereo not given) | 3.1 |
| COC(=O)C1NC(c2ccc(F)cc2)(c2ccc(F)cc2)C2C(=O)N(c3ccc(OC)cc3)C(=O)C12 (stereo not given) | 3.6 |
| Cc1cccc(C2c3[nH]c4ccccc4c3CCN2Cc2cccc(O)c2)n1 (stereo not given) | -7.8 |
| CC1=C(C(=O)Nc2cccc(Cl)c2C)C2(CCCCCC2)OC1=O | 2.5 |
| O/N=c1/cc(-c2ccccc2)ss1 | -10.6 |
| O=C(Nc1cccc(-n2cccn2)c1)C1CCCN1CCCC(F)(F)F (stereo not given) | 8.5 |
| CCOC(=O)c1c(C)oc2nc(C)nc(NCCc3ccc(S(N)(=O)=O)cc3)c12 | 0.1 |
| CCOc1cc(C)c(S(=O)(=O)N2CC(C)OC(C)C2)cc1C (stereo not given) | 3.7 |
| Cc1ccc(S(=O)(=O)NNC(=O)CCC(=O)Nc2ccccc2)cc1 | 8.7 |
| Cc1cc(C(F)(F)F)nc2snc(Br)c12 | -15.2 |
| CC1CN(CC(O)COC2CCCC2C)CC(C)O1 (stereo not given) | -2.0 |
| Cc1cccc(CNC(=O)C2CC23CCN(C(=O)CCC2CCCC2)CC3)n1 (stereo not given) | 6.9 |
| Cc1n[nH]c(C)c1CCOc1ccccc1F | 4.1 |
| O=C(c1ccc(F)cc1)N1CCN(CCc2ccncc2)CC1 | -6.5 |
| COc1ccc(C(=O)Oc2ccc3c(c2)OCO3)cc1 | 3.9 |
| COc1ccc(S(=O)(=O)N(CC(=O)Nc2cccc(C(F)(F)F)c2)c2ccc(C)cc2)cc1 | 7.5 |
| CC1CCN(C(=O)c2ccccc2NC(=O)c2nsc3ccccc23)CC1 | 7.0 |
| Cc1nc2sccn2c(=O)c1S(=O)(=O)NCc1ccccc1 | 11.9 |

Not all compounds are listed; count on the stated rates, not on these rows.
